Bioassay records deposited in PubChem BioAssay by NCI.
Growth percent in the NCI-60 one-dose screen (48 h, 10 µM unless noted): 100 = growth as untreated, 0 = no growth, -100 = all killed.
ACHN: ACHN renal cancer; hit rate 4.9% among 81,000
RXF 393: RXF 393 renal cancer cells | AID 1794773 | hit rate 6.9% among 77,000
NCI-H522: NCI-H522 lung cancer | hit rate 8% among 78,000 | AID 1794739
TK-10: TK-10 renal cancer cells. hit rate 3.9% among 81,000. AID 1794769
NCI-H460: NCI-H460 lung cancer; hit rate 6.8% among 82,000
NCI-H322M: NCI-H322M lung cancer | hit rate 2.7% among 80,000 | AID 1794733
786-0: 786-0 renal cancer cells; hit rate 5.1% among 81,000
UO-31: UO-31 renal cancer; hit rate 5.2% among 81,000
CAKI-1: CAKI-1 renal cancer. hit rate 4.7% among 75,000
An asterisk follows results filed as active; x = no result given. Rule for the calls: active = growth percent below 10; inactive = the rest. The order is random (roughly 11% active in at least one column).

mol | ACHN | RXF 393 | NCI-H522 | TK-10 | NCI-H460 | NCI-H322M | 786-0 | UO-31 | CAKI-1
Cc1ccc(S(=O)(=O)c2ccc3[nH]c(=O)[nH]c(=O)c3c2)cc1 | 109 | 114 | 85 | 94 | 114 | 106 | 97 | 96 | 97
Cn1cnc([N+](=O)[O-])c1Sc1nc(N)nc2nc[nH]c12 | 73 | 45 | 41 | 38 | 21 | 77 | 15 | 17 | 38
Cc1cccc(N(CCO)CCC#N)c1 | 105 | 116 | 99 | 115 | 110 | 105 | 95 | 86 | 100
CCCn1c(N)c(C(=O)CNc2ccc(I)cc2)c(=O)[nH]c1=O | 51 | x | 51 | 59 | 29 | 62 | 47 | 30 | 58
CCCCCCNC(=O)Oc1ccc(/C(=C(\C)c2ccccc2)c2ccc(OCCCN(C)C)cc2)cc1 | 98 | 75 | 89 | 91 | 39 | 75 | 71 | 58 | 95
NC(=O)c1nn(-c2ccccc2)nc1N1CCOCC1 | 108 | 113 | 96 | 118 | 107 | 109 | 105 | 97 | 95
CCOC(=O)c1[nH]n(-c2ccccc2)c(=O)c1/C=N/C(=S)NCc1ccccc1 | 93 | 88 | 67 | 94 | 101 | 106 | 95 | 91 | 95
Nc1ccc2[nH]c(=S)[nH]c2c1 | 105 | 113 | 94 | 107 | 108 | 96 | 109 | 81 | 91
CCCCCCC1=C(Br)C(=O)c2nc(C)ccc2C1=O | 84 | 95 | 14 | 114 | 94 | 99 | 110 | 82 | 91
N#CCc1csc(Cc2ccccc2)n1 | 109 | 119 | 89 | 90 | 102 | x | 108 | 89 | x
CCN(CC)CCNc1ccc(Cl)cc1Cl | 113 | 103 | 99 | 103 | 107 | 95 | 104 | 87 | 95
Cc1ccc2nc(Sc3cnc(N)s3)n(Cc3ccccc3)c(=O)c2c1 | 95 | 95 | 92 | 137 | 113 | 91 | 114 | 71 | 70
CC/C=C\C[C@H](O)C/C=C1/C(=O)C=C[C@@H]1C/C=C\CCCC(=O)N(C)C | -85* | -65* | -88* | -6.2* | -26* | 18 | -66* | -81* | -9.5*
COc1cc(N)c2ncccc2c1SC | 104 | 121 | x | x | 105 | x | 116 | x | 99
O=C1/C=C/[C@@H](O)[C@@H]2C[C@@H](O)C[C@H]2/C=C/CCC[C@H](CCOCc2ccccc2)O1 | 5.4* | -2.1* | -39* | -18* | 16 | 31 | -51* | 12 | -28*
COC(=O)[C@]1(C)CCC[C@]2(C)[C@H]3C[C@H]4C(C(C)C)=C[C@]3(CC[C@H]21)[C@@H]1C(=O)/C(=C/c2cccc(OC)c2)C[C@H](O)[C@@H]14 | 98 | 104 | 83 | 112 | 95 | 108 | 95 | 62 | 74
COc1cc(CNC(=O)/C=C/C=C/c2ccc3c(c2)OCO3)ccc1OCc1cn(-c2ccc(Cl)cc2)nn1 | 75 | 52 | 72 | 114 | 77 | 82 | 94 | 98 | 44
COc1ccc(C(=O)c2c(N)c(C#N)cn2Cc2ccc(Cl)cc2Cl)cc1 | 92 | 83 | 81 | 72 | 100 | 96 | 85 | 63 | 67
Oc1cccc(-c2nn(-c3ccccc3)cc2-c2ccnc(N3CCOCC3)c2)c1 | 77 | 88 | 67 | 108 | 91 | 101 | 93 | 67 | 85
CS(C)(O)NC(N)=O | 95 | x | 104 | 80 | 111 | 77 | 99 | 91 | 96
CC(=O)OC1CCC(C2CCCCC2)CC1 (stereo not drawn) | 101 | 109 | x | 102 | 109 | 121 | x | x | 95
COc1cc2nc(NC3CCC3)nc(NC3CCN(C(C)C)CC3)c2cc1OC | 57 | -17* | 31 | 47 | 58 | 89 | 68 | 81 | 92
CC(C)OC(=O)c1cccnc1 | 110 | 89 | 95 | 104 | 107 | 106 | 102 | 93 | 87
O=C(c1cc(-c2ccc(Cl)cc2)nc2ccccc12)N1N=C(c2ccc(Cl)cc2)CC1c1cc(-c2ccccc2)nn1-c1ccccc1 (stereo not drawn) | 74 | x | 78 | 130 | 52 | 64 | 88 | 68 | x
COc1cc(C2CC(c3ccc(Cl)cc3)=NN2C=O)ccc1Oc1nc2c(c(=O)n(C)c(=O)n2C)n1C (stereo not drawn) | 84 | 104 | 84 | 112 | 91 | 83 | 99 | 71 | 91
CCOc1ccc(/C=C2\N=C(C)N(CCc3ccc(S(N)(=O)=O)cc3)C2=O)cc1 | 105 | 105 | 100 | 120 | 110 | 100 | 101 | 86 | 95
C/C(=N\Nc1ccc(S(N)(=O)=O)cc1)c1cc2ccccc2oc1=O | 96 | 113 | 93 | 111 | 97 | 96 | 101 | 71 | 82
Cc1cc2c(c(C)c1Cl)C(=O)/C(=C/c1ccccc1Cl)O2 | 97 | 109 | 97 | 135 | 105 | 95 | 106 | 79 | 90
CCCCCC(=O)OC1CCCCC1C(C)C (stereo not drawn) | 112 | 106 | 101 | 92 | 108 | 111 | 99 | 100 | 94
COC(=O)c1nnn(-c2ccc(Cl)cc2C)c1N | 87 | 95 | 89 | 139 | 89 | 85 | 94 | x | 70
CC1(C)CC(=O)c2c(nn(-c3ccccc3)c2-c2cn(-c3ccccc3)nc2-c2ccc(Cl)cc2)C1 | 89 | 92 | 78 | 140 | 94 | 106 | 94 | 71 | 56
CCOC(=O)c1cc(OCC)nc(SC)n1 | 108 | 116 | 97 | 94 | 112 | 98 | 101 | 92 | 97
C[C@@]1(CO)[C@H](O)CC[C@@]2(C)[C@H]1CC[C@H]1C[C@@H]3C[C@@]12CC[C@@]3(O)COC(=O)CN | 15 | 5.2* | 49 | 85 | 12 | 78 | 15 | 23 | 17
CC1=NC2=NN3C=C(c4ccccc4)N(N)C3=NN2C(c2ccccc2)=C1 | 105 | 114 | 94 | 160 | 108 | 102 | 114 | 81 | 93
Oc1ccc(Nc2ncnc3c2sc2ncccc23)cc1 | 9.1* | 35 | 34 | 60 | 9.2* | 47 | 13 | -9.8* | 13
Nc1nonc1-c1nc2ccccc2n1Cc1ccc(F)cc1 | 68 | 38 | 4.8* | 56 | 49 | 70 | 76 | 43 | 36
CCCCOc1ccc(NC(=O)n2nc(NC(C)=O)c3cc(NC(C)=O)ccc32)cc1 | 95 | 96 | 92 | 90 | 102 | 99 | 93 | 81 | 89
CC/C(=C/c1ccccc1O)c1ccc2ccccc2[o+]1 | 98 | 107 | 95 | 165 | 106 | 93 | 99 | 75 | 85
Cc1ccccc1C1(O)c2ccccc2-c2ccccc21 | 94 | 102 | 90 | 105 | 108 | 87 | 103 | 70 | 89
Cc1cc2ccccc2c[n+]1CCc1ccccc1 | 106 | x | 70 | 100 | 97 | 97 | 99 | 77 | x

Arranged by formula weight (falling): some entries from above.
mol | ACHN | RXF 393 | NCI-H522 | TK-10 | NCI-H460 | NCI-H322M | 786-0 | UO-31 | CAKI-1
O=C(c1cc(-c2ccc(Cl)cc2)nc2ccccc12)N1N=C(c2ccc(Cl)cc2)CC1c1cc(-c2ccccc2)nn1-c1ccccc1 (stereo not drawn) | 74 | x | 78 | 130 | 52 | 64 | 88 | 68 | x
COc1cc(C2CC(c3ccc(Cl)cc3)=NN2C=O)ccc1Oc1nc2c(c(=O)n(C)c(=O)n2C)n1C (stereo not drawn) | 84 | 104 | 84 | 112 | 91 | 83 | 99 | 71 | 91
CC1(C)CC(=O)c2c(nn(-c3ccccc3)c2-c2cn(-c3ccccc3)nc2-c2ccc(Cl)cc2)C1 | 89 | 92 | 78 | 140 | 94 | 106 | 94 | 71 | 56
CCCCOc1ccc(NC(=O)n2nc(NC(C)=O)c3cc(NC(C)=O)ccc32)cc1 | 95 | 96 | 92 | 90 | 102 | 99 | 93 | 81 | 89
CCOc1ccc(/C=C2\N=C(C)N(CCc3ccc(S(N)(=O)=O)cc3)C2=O)cc1 | 105 | 105 | 100 | 120 | 110 | 100 | 101 | 86 | 95
C[C@@]1(CO)[C@H](O)CC[C@@]2(C)[C@H]1CC[C@H]1C[C@@H]3C[C@@]12CC[C@@]3(O)COC(=O)CN | 15 | 5.2* | 49 | 85 | 12 | 78 | 15 | 23 | 17
C/C(=N\Nc1ccc(S(N)(=O)=O)cc1)c1cc2ccccc2oc1=O | 96 | 113 | 93 | 111 | 97 | 96 | 101 | 71 | 82
CC1=NC2=NN3C=C(c4ccccc4)N(N)C3=NN2C(c2ccccc2)=C1 | 105 | 114 | 94 | 160 | 108 | 102 | 114 | 81 | 93
Cc1cc2c(c(C)c1Cl)C(=O)/C(=C/c1ccccc1Cl)O2 | 97 | 109 | 97 | 135 | 105 | 95 | 106 | 79 | 90
Nc1nonc1-c1nc2ccccc2n1Cc1ccc(F)cc1 | 68 | 38 | 4.8* | 56 | 49 | 70 | 76 | 43 | 36
CC/C(=C/c1ccccc1O)c1ccc2ccccc2[o+]1 | 98 | 107 | 95 | 165 | 106 | 93 | 99 | 75 | 85
Cc1ccccc1C1(O)c2ccccc2-c2ccccc21 | 94 | 102 | 90 | 105 | 108 | 87 | 103 | 70 | 89
Cc1cc2ccccc2c[n+]1CCc1ccccc1 | 106 | x | 70 | 100 | 97 | 97 | 99 | 77 | x
CCOC(=O)c1cc(OCC)nc(SC)n1 | 108 | 116 | 97 | 94 | 112 | 98 | 101 | 92 | 97
CCCCCC(=O)OC1CCCCC1C(C)C (stereo not drawn) | 112 | 106 | 101 | 92 | 108 | 111 | 99 | 100 | 94
CC(=O)OC1CCC(C2CCCCC2)CC1 (stereo not drawn) | 101 | 109 | x | 102 | 109 | 121 | x | x | 95
CC(C)OC(=O)c1cccnc1 | 110 | 89 | 95 | 104 | 107 | 106 | 102 | 93 | 87
CS(C)(O)NC(N)=O | 95 | x | 104 | 80 | 111 | 77 | 99 | 91 | 96

(continued)
mol | ACHN | RXF 393 | NCI-H522 | TK-10 | NCI-H460 | NCI-H322M | 786-0 | UO-31 | CAKI-1
CCN(CC)c1ccc(C=O)c(OCc2cn(CC(=O)Nc3ccc(F)cc3F)nn2)c1 | 93 | 107 | 104 | 123 | 105 | 108 | 102 | 100 | 98
CC(=O)c1c(C)cc(C)c(C)c1C | 105 | 104 | 102 | 113 | 120 | 107 | 107 | 98 | 95
N#Cc1ccc(-c2cnc3nonc3n2)cc1 | 104 | 91 | 80 | 114 | 102 | 100 | 105 | 78 | 97
CCOC(=O)c1c2c(cn1Cc1cccc(OC)c1OC)-c1oncc1CC2 | 102 | 102 | 95 | 110 | 113 | 104 | 102 | 85 | 91
CC1CCc2c(sc3nc(SCC(=O)N/N=C/c4cccc(O)c4O)n(-c4ccccc4)c(=O)c23)C1 (stereo not drawn) | 72 | -2.0* | 83 | 116 | 88 | 97 | 100 | 73 | 76
CC1(C)CC(=O)C(Cc2cn(Cc3ccccn3)nn2)(Cc2cn(Cc3ccccn3)nn2)C(=O)C1 | 115 | 92 | 95 | 103 | 104 | 113 | 100 | 93 | 101
CCCCCc1ccc(C)cc1OC(=O)CC | 108 | 105 | 97 | 100 | 105 | 104 | 104 | 92 | 102
O=c1cc(-c2ccccc2)[nH]c2c1CCCC2 | 41 | -22* | 14 | 35 | 7.6* | 51 | 36 | 51 | 25
O=S(=O)(O)c1ccc(N=Nc2ccc(N=Nc3c(S(=O)(=O)O)cc4cc(S(=O)(=O)O)cc(O)c4c3O)cc2)cc1 | 105 | 102 | 91 | 101 | x | 112 | 103 | 86 | x
COc1ccc2c(C)cc(=O)sc2c1 | 98 | 82 | 96 | 86 | 109 | 104 | 99 | 89 | 100
CCOC(=O)c1c(Nc2ccc(S(=O)(=O)N=C(N)N)cc2)nnc(-c2ccccc2)c1-c1ccccc1 | 103 | 115 | 99 | 109 | 112 | x | 119 | x | 95
COc1ccc([N+](=O)[O-])cc1C(F)(F)F | 106 | 113 | 103 | 100 | 108 | 116 | 101 | 86 | 102
CCCCCCN1C(=O)/C(=c2\sc3n(c2=O)C2C(NN=3)N(CC)C(=O)N2CC)c2ccccc21 (stereo not drawn) | -43* | 26 | -29* | 3.2* | -28* | 44 | -67* | -2.1* | 4.3*
O=C(CSc1nc2ccccc2[nH]1)c1ccc(-n2ccnc2)cc1 | 107 | 125 | 90 | 115 | 105 | 105 | 99 | 89 | 94
CC(C)=CCCC(C)C1=C(O)C(=O)C(C)=CC1=O (stereo not drawn) | -39* | 58 | -56* | 5.1* | 124 | 112 | 93 | -98* | 88
CNC(=O)c1cc(-c2ccc(NS(=O)(=O)c3ccc(C)cc3)cc2)nc2cccnc12 | 104 | 133 | 92 | 118 | 107 | 110 | 110 | 81 | 94
COc1cc(CNC(=O)/C=C/C=C/c2ccc3c(c2)OCO3)ccc1OCc1cn(-c2cccc(C(F)(F)F)c2)nn1 | 103 | 76 | 84 | 109 | 96 | 103 | 103 | 85 | 94
CCOC(=O)c1c(N)nn(C)c1Nc1ccccc1 | 93 | 117 | 102 | 101 | 106 | 99 | 104 | 85 | 90
O=C(Oc1ccccc1)C(Br)C(Br)c1ccccc1 (stereo not drawn) | 78 | 98 | x | 83 | 109 | 179 | 98 | 93 | -67*
CN1C(C)(C)CC(O)(C(=O)O)CC1(C)C | 94 | 98 | x | 105 | 108 | 106 | 102 | 94 | 92
O=C(Nc1ccccc1Cl)c1ccc(C(=O)Nc2ccccc2Cl)cc1 | 105 | 96 | 89 | 100 | 111 | x | 97 | 80 | 106
